From PubChem BioAssay
TcdB GH inh – blocks C. difficile toxin B glycohydrolase activity; TcdB glycohydrolase enzymatic assay, plate reader; inhibition, % at 9.99 µM; P18177; 350,000 compounds, 0.24% hits; in the data active = inhibition above about 10%
Target sequence (P18177 whole entry, looked up): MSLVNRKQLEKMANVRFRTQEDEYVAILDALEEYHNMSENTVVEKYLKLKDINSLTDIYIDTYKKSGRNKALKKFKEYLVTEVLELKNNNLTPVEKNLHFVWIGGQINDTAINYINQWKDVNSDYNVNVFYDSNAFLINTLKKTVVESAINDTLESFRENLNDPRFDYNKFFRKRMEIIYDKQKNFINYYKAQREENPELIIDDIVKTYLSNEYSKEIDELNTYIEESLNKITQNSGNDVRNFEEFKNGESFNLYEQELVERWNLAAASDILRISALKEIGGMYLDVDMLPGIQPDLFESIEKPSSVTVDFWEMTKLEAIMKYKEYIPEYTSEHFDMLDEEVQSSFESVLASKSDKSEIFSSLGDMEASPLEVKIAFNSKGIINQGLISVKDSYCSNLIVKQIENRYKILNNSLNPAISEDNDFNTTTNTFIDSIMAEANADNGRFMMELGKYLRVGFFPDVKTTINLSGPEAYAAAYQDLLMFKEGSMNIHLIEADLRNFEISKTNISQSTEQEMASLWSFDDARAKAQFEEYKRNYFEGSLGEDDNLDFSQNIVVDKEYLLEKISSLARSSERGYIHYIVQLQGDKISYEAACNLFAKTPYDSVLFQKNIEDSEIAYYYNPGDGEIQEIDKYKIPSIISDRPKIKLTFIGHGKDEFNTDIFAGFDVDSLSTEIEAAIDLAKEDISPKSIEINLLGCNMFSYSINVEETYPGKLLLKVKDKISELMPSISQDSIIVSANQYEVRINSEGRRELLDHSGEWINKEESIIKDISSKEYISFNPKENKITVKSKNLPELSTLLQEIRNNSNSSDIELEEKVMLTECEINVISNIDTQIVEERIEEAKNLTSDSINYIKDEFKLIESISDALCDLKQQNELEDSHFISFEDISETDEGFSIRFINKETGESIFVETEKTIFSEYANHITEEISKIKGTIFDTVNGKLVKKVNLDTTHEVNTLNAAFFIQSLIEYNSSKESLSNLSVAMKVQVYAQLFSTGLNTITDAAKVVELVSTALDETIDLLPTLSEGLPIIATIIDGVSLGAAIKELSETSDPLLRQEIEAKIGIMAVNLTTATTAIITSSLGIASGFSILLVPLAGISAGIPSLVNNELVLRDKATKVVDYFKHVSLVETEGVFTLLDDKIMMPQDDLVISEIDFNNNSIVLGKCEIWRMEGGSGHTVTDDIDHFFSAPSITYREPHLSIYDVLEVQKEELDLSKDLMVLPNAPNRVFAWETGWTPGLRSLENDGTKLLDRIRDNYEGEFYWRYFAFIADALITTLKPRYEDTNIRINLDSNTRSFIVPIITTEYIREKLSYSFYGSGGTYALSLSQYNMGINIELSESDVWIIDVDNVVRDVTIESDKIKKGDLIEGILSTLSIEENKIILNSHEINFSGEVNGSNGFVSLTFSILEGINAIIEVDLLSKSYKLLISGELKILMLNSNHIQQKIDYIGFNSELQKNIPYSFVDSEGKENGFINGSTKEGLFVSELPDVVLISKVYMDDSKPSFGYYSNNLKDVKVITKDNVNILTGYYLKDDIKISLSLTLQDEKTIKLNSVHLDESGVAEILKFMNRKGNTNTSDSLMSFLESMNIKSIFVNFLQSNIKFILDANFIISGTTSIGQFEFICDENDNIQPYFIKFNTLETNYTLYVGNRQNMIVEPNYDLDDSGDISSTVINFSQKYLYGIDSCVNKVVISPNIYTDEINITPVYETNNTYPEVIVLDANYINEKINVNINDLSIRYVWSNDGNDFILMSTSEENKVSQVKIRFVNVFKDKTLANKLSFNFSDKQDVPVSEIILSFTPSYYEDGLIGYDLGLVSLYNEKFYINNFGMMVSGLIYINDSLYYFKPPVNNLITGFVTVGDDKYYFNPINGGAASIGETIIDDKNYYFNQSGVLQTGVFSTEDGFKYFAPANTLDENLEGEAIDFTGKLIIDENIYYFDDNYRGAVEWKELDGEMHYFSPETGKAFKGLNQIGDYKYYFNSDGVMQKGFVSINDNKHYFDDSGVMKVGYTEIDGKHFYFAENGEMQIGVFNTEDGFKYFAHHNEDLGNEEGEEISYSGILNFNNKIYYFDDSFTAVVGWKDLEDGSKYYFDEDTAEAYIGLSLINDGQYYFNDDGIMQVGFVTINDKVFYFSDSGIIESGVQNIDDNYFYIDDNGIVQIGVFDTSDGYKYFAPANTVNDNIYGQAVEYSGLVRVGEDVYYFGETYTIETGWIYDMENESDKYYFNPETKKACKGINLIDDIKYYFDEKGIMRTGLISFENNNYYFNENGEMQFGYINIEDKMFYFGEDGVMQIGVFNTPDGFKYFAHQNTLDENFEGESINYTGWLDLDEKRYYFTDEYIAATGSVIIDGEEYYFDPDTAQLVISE
* marks the source's active call; other numbers are inactive results.

SMILES	TcdB GH inh
CCCC#Cc1ccc([C@@H]2[C@@H](CO)N3CCCCN(C(=O)Cc4ccccn4)C[C@@H]23)cc1	0.3
O=C(O)C[C@@H]1C[C@@H]2c3cc(NS(=O)(=O)c4ccccc4)ccc3O[C@@H]2[C@@H](CO)O1	-0.1
COc1ccccc1NC(=O)N(C)C[C@H]1OCc2ccccc2-c2ccccc2C(=O)N([C@@H](C)CO)C[C@@H]1C	-0.4
C[C@H](O)C#Cc1ccc2c(c1)O[C@H](CN(C)C(=O)CC1CC1)[C@@H](C)CN([C@@H](C)CO)S2(=O)=O	0.0
O=C(N[C@H]1CC[C@@H](CCn2cc(-c3ccc(F)cc3)nn2)O[C@@H]1CO)c1cnccn1	-0.4
C[C@@H]1CN([C@@H](C)CO)C(=O)c2cc(NC(=O)C3CC3)ccc2O[C@@H]1CN(C)S(=O)(=O)c1ccccc1	0.5
C[C@@H]1CN([C@@H](C)CO)C(=O)c2cc(NC(=O)NC3CCCCC3)ccc2O[C@@H](C)CCCCO[C@H]1CN(C)C(=O)NC1CCCCC1	0.6
CCCNC(=O)C[C@H]1CC[C@H]2[C@@H](COC[C@@H](O)CN2CC2CCCCC2)O1	-5.3
C[C@H]1CN([C@@H](C)CO)C(=O)c2cc(NC(=O)CCC(F)(F)F)ccc2O[C@H]1CN(C)C(=O)NC1CCCCC1	0.9
O=C(N[C@@H]1CC[C@H](CCn2cc(C3CCCCC3)nn2)O[C@H]1CO)c1cccnc1	0.9
C[C@H]1CN([C@@H](C)CO)C(=O)c2cc(C#Cc3cccnc3)cnc2O[C@H]1CN(C)C(=O)CN(C)C	-0.2
C[C@H]1CN([C@@H](C)CO)C(=O)c2cc(NS(=O)(=O)c3ccc(F)cc3)ccc2O[C@@H]1CN(C)CC1CC1	0.1
CCNC(=O)C[C@H]1CC[C@H]2[C@@H](COc3ccc(NC(=O)Cc4cccs4)cc3C(=O)N2C)O1	-0.4
CC(C)NC(=O)Nc1ccc2c(c1)C(=O)N([C@H](C)CO)C[C@@H](C)[C@H](CN(C)S(=O)(=O)c1ccc(Cl)cc1)OCCCC[C@H](C)O2	0.6
CCCNC(=O)N(C)C[C@@H]1Oc2cc(C#CCN(C)C)ccc2S(=O)(=O)N([C@H](C)CO)C[C@H]1C	0.0
C[C@H](CO)N1C[C@H](C)[C@H](CN(C)Cc2ccc(Oc3ccccc3)cc2)Oc2ccc(NC(=O)NC3CCCCC3)cc2CC1=O	0.1
COc1ccccc1-c1cn(CC[C@H]2CC[C@@H](NC(=O)Cc3ccccn3)[C@H](CO)O2)nn1	0.1
COc1ccc(S(=O)(=O)Nc2ccc3c(c2)CC(=O)N([C@H](C)CO)C[C@@H](C)[C@@H](CN(C)Cc2ccc(C(=O)Nc4ccccc4N)cc2)O3)cc1	-0.6
CCS(=O)(=O)Nc1ccc2c(c1)C(=O)N(C)[C@H]1CC[C@@H](CC(=O)Nc3ccccc3)O[C@@H]1CO2	0.2
C[C@@H]1CN([C@H](C)CO)C(=O)c2cc(C3=CCCCC3)cnc2O[C@H]1CN(C)Cc1cccc(F)c1	0.2
O=C(N[C@@H]1CC[C@H](CCn2cc(C3(O)CCCC3)nn2)O[C@@H]1CO)C1CCCC1	-0.5
CC(C)NC(=O)N(C)C[C@H]1Oc2c(NC(=O)CCCCCC(=O)Nc3ccccc3N)cccc2C(=O)N([C@H](C)CO)C[C@H]1C	-1.0
CO[C@H]1CC[C@H]2CCN(C)C(=O)C[C@@H](c3ccccc3)CN(C)C(=O)c3cc(C#N)ccc3OC[C@H]1O2	-0.3
CO[C@@H]1CN(C)C(=O)c2cc(NC(=O)C3CCCCC3)ccc2OC[C@H](C)N(C)C[C@H]1C	-0.4
CS(=O)(=O)N1CC2(C1)[C@H](c1ccccc1)[C@@H](CO)N2C(=O)c1ccccc1	-2.1
O=C(C[C@@H]1C[C@H]2c3cc(NC(=O)Nc4ccccc4)ccc3O[C@H]2[C@@H](CO)O1)NCc1ccccn1	0.4
CC=Cc1ccc2n(c1=O)C[C@H]1[C@H](CO)[C@@H](C(=O)NCC3CC3)[C@@H]2N1Cc1ccncc1 (mixture of isomers)	-0.7
C[C@H]1CN([C@@H](C)CO)C(=O)CCCn2nncc2CO[C@@H]1CN(C)C(=O)Nc1ccccc1C(F)(F)F	-0.4
CCC(=O)N1C[C@H](C)[C@@H](OC)CN(C)C(=O)c2cc(NS(=O)(=O)CC)ccc2OC[C@@H]1C	-0.5
COc1ccc(C#Cc2ccc([C@@H]3[C@H]4CN(C(=O)Cc5ccncc5)CCCCN4[C@H]3CO)cc2)cc1	0.6
CN1[C@@H]2Cn3c(ccc(-c4ccccc4)c3=O)[C@H]1[C@@H](C(=O)NCCCN1CCOCC1)[C@@H]2CO	0.2
O=C(NC1CCCC1)N1CCCCN2[C@H](CO)[C@@H](c3ccc(-c4cncnc4)cc3)[C@H]2C1	-9.0
CO[C@@H](CN(C)S(=O)(=O)c1ccc(Cl)cc1)[C@@H](C)CN(Cc1ccccc1Cl)[C@H](C)CO	-0.6
CC(C)(C)[S@@](=O)N1Cc2cc(C(=O)NC3CCC3)nc(-c3cccc(Br)c3)c2[C@H]1CCO	-0.1
COC(=O)C[C@@H]1CC[C@@H]2[C@H](COC[C@H](O)CN2S(=O)(=O)c2ccccc2C)O1	-1.3
O=C(C[C@H]1CC[C@@H]2[C@H](COC[C@@H](O)CN2S(=O)(=O)c2ccc(Oc3ccccc3)cc2)O1)Nc1ccccc1	0.3
C[C@@H]1CN([C@@H](C)CO)S(=O)(=O)c2ccc(Br)cc2O[C@@H]1CN(C)C(=O)CC1CC1	0.4
COCC(=O)N(C)C[C@@H]1Oc2cc(-c3ccccc3F)ccc2S(=O)(=O)N([C@@H](C)CO)C[C@@H]1C	1.9
Cc1noc(C)c1NC(=O)Nc1cccc2c1O[C@@H](CN(C)CC1CC1)[C@H](C)CN([C@@H](C)CO)C2=O	0.2
CC(=O)N1CC[C@@H]2[C@@H](CO)N(C)c3ccc(-c4ccccc4)cc3[C@@H]21	17.4*
CS(=O)(=O)N1CCCCN2[C@@H](CO)[C@H](c3ccc(-c4cccc(C#N)c4)cc3)[C@@H]2C1	0.3
O=C(C[C@H]1C=C[C@H](NC(=O)c2ccccc2)[C@H](CO)O1)Nc1ccc(-c2ccccc2)cc1	1.0
C[C@H](CO)N1C[C@H](C)[C@H](CN(C)Cc2ccc(Cl)c(Cl)c2)Oc2ccc(NC(=O)CCN3CCOCC3)cc2CC1=O	-0.1
O=C(Cc1cccnc1)N1CCCCN2[C@@H](CO)[C@@H](c3ccc(C#CC4CCCC4)cc3)[C@@H]2C1	1.0
COc1ccc(NC(=O)N(C)C[C@@H]2Oc3ccc(NC(=O)CCN4CCOCC4)cc3C(=O)N([C@H](C)CO)C[C@@H]2C)cc1	0.4
CN(C)C(=O)C[C@H]1CC[C@@H]2[C@H](COC[C@@H](O)CN2C(=O)c2ccncc2)O1	-0.3
COc1cccc(NC(=O)N2C[C@H](O)COC[C@H]3O[C@H](CC(=O)N(C)C)CC[C@@H]32)c1	-0.4
C[C@H]1CN([C@@H](C)CO)S(=O)(=O)c2ccc(C#CC(C)(C)O)cc2O[C@@H]1CN(C)Cc1ccccc1	0.0
CCCNC(=O)N1[C@H](CO)[C@H](c2ccc(C3=CCCCC3)cc2)[C@@H]1CNC(C)C	-0.5
CNC[C@H]1Oc2cc(C#Cc3cccc(F)c3)ccc2S(=O)(=O)N([C@@H](C)CO)C[C@H]1C	-0.9

Of the compounds above, 6 have an aryl methoxy group.
SMILES	TcdB GH inh
COc1ccccc1NC(=O)N(C)C[C@H]1OCc2ccccc2-c2ccccc2C(=O)N([C@@H](C)CO)C[C@@H]1C	-0.4
COc1ccccc1-c1cn(CC[C@H]2CC[C@@H](NC(=O)Cc3ccccn3)[C@H](CO)O2)nn1	0.1
COc1ccc(S(=O)(=O)Nc2ccc3c(c2)CC(=O)N([C@H](C)CO)C[C@@H](C)[C@@H](CN(C)Cc2ccc(C(=O)Nc4ccccc4N)cc2)O3)cc1	-0.6
COc1ccc(C#Cc2ccc([C@@H]3[C@H]4CN(C(=O)Cc5ccncc5)CCCCN4[C@H]3CO)cc2)cc1	0.6
COc1ccc(NC(=O)N(C)C[C@@H]2Oc3ccc(NC(=O)CCN4CCOCC4)cc3C(=O)N([C@H](C)CO)C[C@@H]2C)cc1	0.4
COc1cccc(NC(=O)N2C[C@H](O)COC[C@H]3O[C@H](CC(=O)N(C)C)CC[C@@H]32)c1	-0.4

Next section:
SMILES	TcdB GH inh
COc1ccccc1CN1[C@H](C(=O)NCc2ccccc2)[C@@H](CO)[C@@H]2Cn3c(cccc3=O)[C@@H]21	-0.7
CN(C)CC(=O)N[C@H]1CC[C@@H](CCNS(=O)(=O)c2ccccc2)O[C@H]1CO	0.9
C[C@@H]1CN([C@H](C)CO)C(=O)c2ccccc2-c2ccccc2CO[C@@H]1CN(C)S(=O)(=O)c1cccc(F)c1	0.7
CC(C)NC(=O)Nc1ccc2c(c1)C(=O)N([C@H](C)CO)C[C@H](C)[C@@H](CN(C)C(=O)CCCN(C)C)OCCCC[C@H](C)O2	-0.4
CC(C)NC(=O)N[C@@H]1C[C@@H]2O[C@H](CO)CC[C@@H]2O[C@@H]1CCc1ccc(-c2ccc(F)cc2)cc1	1.6
C[C@H](CO)N1C[C@H](C)[C@H](CN(C)C(=O)CN(C)C)Oc2cc(C#CC(C)(C)O)ccc2S1(=O)=O	0.7
COc1ccc(-c2ccc([C@@H]3[C@H](C#N)N(C(=O)C4CCC4)[C@H]3CO)cc2)cc1	1.0
CN1CCN(C(=O)C[C@@H]2C[C@@H]3c4cc(NC(=O)Nc5ccc(C(F)(F)F)cc5)ccc4O[C@@H]3[C@@H](CO)O2)CC1	2.1
COc1ccc(NC(=O)Nc2ccc3c(c2)CC(=O)N([C@H](C)CO)C[C@H](C)[C@H](CN(C)C(=O)NC(C)C)O3)cc1	1.0
C[C@H](CO)N1C[C@H](C)[C@@H](CN(C)Cc2ccc(C(=O)Nc3ccccc3N)cc2)Oc2c(NS(=O)(=O)c3ccc(F)cc3)cccc2C1=O	-0.9
C[C@H](CO)N1C[C@H](C)[C@H](CN(C)C(=O)Nc2ccc(F)cc2)Oc2ccc(NS(C)(=O)=O)cc2CC1=O	-0.8
CN(C)C(=O)c1cccc(-c2ccc3c(c2)[C@@H]2[C@@H](CCN2S(=O)(=O)c2ccccc2)[C@H](CO)N3)c1	1.4
CN1C(=O)c2cc(NC(=O)c3ccc(C#N)cc3)ccc2OC[C@H]2O[C@@H](CC(=O)NC3Cc4ccccc4C3)CC[C@@H]21	0.2
C[C@H](CO)N1C[C@H](C)[C@@H](CN(C)C(=O)C2CCOCC2)Oc2cc(C3=CCCCC3)ccc2S1(=O)=O	-0.3
CNC(=O)C[C@@H]1CC[C@H]2[C@@H](COC[C@@H](O)CN2S(=O)(=O)c2ccc(Oc3ccccc3)cc2)O1	-2.3
COc1ccc(CN(C)C[C@H]2Oc3ccc(NC(=O)Cc4cn(C)c5ccccc45)cc3CC(=O)N([C@H](C)CO)C[C@H]2C)cc1	0.2
C/C=C/c1cnc2c(c1)C(=O)N([C@H](C)CO)C[C@@H](C)[C@H](CN(C)Cc1ccc(F)cc1)O2	-5.0
CC(=O)NC[C@@H]1[C@H](c2ccc(-c3ccccc3F)cc2)[C@H](CO)N1C(=O)C1CC1	-0.2
C[C@H]1CN([C@@H](C)CO)C(=O)c2cccc(NS(C)(=O)=O)c2O[C@H]1CN(C)Cc1ccc(-c2ccccc2)cc1	-0.7
C[C@H](CO)N1C[C@H](C)[C@H](CN(C)S(=O)(=O)c2ccc(Cl)cc2)Oc2ccc(NC(=O)NC3CCCCC3)cc2C1=O	-0.1

Brought forward from above: 3 entries; new compounds follow.
SMILES	TcdB GH inh
CC(=O)NC[C@@H]1[C@H](c2ccc(-c3ccccc3F)cc2)[C@H](CO)N1C(=O)C1CC1	-0.2
C[C@H]1CN([C@@H](C)CO)C(=O)c2cccc(NS(C)(=O)=O)c2O[C@H]1CN(C)Cc1ccc(-c2ccccc2)cc1	-0.7
C[C@H](CO)N1C[C@H](C)[C@H](CN(C)S(=O)(=O)c2ccc(Cl)cc2)Oc2ccc(NC(=O)NC3CCCCC3)cc2C1=O	-0.1
C[C@@H]1CN([C@H](C)CO)C(=O)c2cc(C#Cc3ccccc3)cnc2O[C@@H]1CN(C)C(=O)CN(C)C	0.0
C[C@H](CO)N1C[C@H](C)[C@H](CN(C)Cc2ccc(Cl)c(Cl)c2)Oc2c(NS(C)(=O)=O)cccc2C1=O	0.7
C[C@H]1CCCCO[C@@H](CN(C)C(=O)Nc2ccc3c(c2)OCO3)[C@@H](C)CN([C@@H](C)CO)C(=O)c2cc(NC(=O)Nc3ccccc3)ccc2O1	0.3
C[C@@H](NC(=O)C[C@H]1CC[C@@H](NC(=O)Nc2ccc3c(c2)OCO3)[C@@H](CO)O1)c1ccccc1	-1.7
CC(C)NC(=O)N(C)C[C@@H]1Oc2ccc(NS(=O)(=O)c3cn(C)cn3)cc2C(=O)N([C@@H](C)CO)C[C@H]1C	0.6
CN1C(=O)c2cc(NC(=O)c3cccc(F)c3)ccc2OC[C@@H]2O[C@H](CC(=O)N3CCc4ccccc4C3)CC[C@H]21	0.8
COc1ccc(NC(=O)Nc2ccc3c(c2)CC(=O)N([C@@H](C)CO)C[C@@H](C)[C@@H](CN(C)Cc2ccccc2)O3)cc1	0.7
N#C[C@H]1[C@@H](c2ccccc2C2=CCCC2)[C@H](CO)N1C(=O)C1CCC1	1.0
C[C@H]1CN([C@@H](C)CO)C(=O)c2cccc(NC(=O)c3ccc(-c4nccs4)cc3)c2O[C@@H]1CN(C)Cc1ccc(Cl)c(Cl)c1	0.2
O=C(Cc1ccccn1)NCC[C@@H]1CC[C@H](NC(=O)c2ccccc2F)[C@@H](CO)O1	-0.7
Cc1ccccc1-c1ccc2c(c1)O[C@@H](CN(C)CC1CC1)[C@@H](C)CN([C@H](C)CO)S2(=O)=O	0.6
O=S(=O)(c1ccccc1)N1CCCCN2[C@H](CO)[C@H](c3ccc(C#CC4CCCC4)cc3)[C@@H]2C1	0.8
CCC(=O)N1[C@@H](CO)[C@@H]2c3ccccc3N(C(=O)Nc3ccccc3Cl)C[C@@H]21	1.6

Some of the compounds tested. The share of hits here may be higher or lower than overall.
